From PubChem
RECQ1 helicase: inhibitors of human RECQ1 DNA helicase; AID 2549; Potency, µM (titrated, usually from 57.3 µM), inactives show at the top dose activity, negative = inhibition, actives largely listed as inhibitors; hit rate 0.54% among 240,000; P46063; RECQ1 DNA unwinding, red fluorescence kinetic read;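 also: plate controls were vehicle for no effect and no enzyme for full effect; nearly all actives have a fitted effect of over 30% in size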
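50 nM RECQ1T1 preincubated 15 min with compound in Tris pH 8.0 buffer with MgCl2, DTT, Tween-20 and 2.5 ug/ml poly(dI-dC); started with 200 nM TAMRA/BHQ-2 forked duplex and 2 mM ATP. Unwinding read as fluorescence (525/598 nm), two reads 2 h apart.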
TRb SRC2 PPI: inhibitors of human thyroid hormone receptor beta-SRC2 interaction; P10828; AID 1469; Potency, µM (top dose mostly 106 µM), inactives show at the highest dose activity change, negative = inhibition, hits mostly inhibitors; TRbeta-SRC2 peptide binding, fluorescence polarization; receptor liganded with 1 µM T3; hit rate 0.065% among 280,000;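 also: plate controls were bound peptide for no effect and peptide without receptor for full effect; nearly all actives have a fitted effect of over 50% in size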
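Binding of a 20-amino-acid Texas Red SRC2 peptide (20 nM) to TRb ligand-binding domain (0.6 uM) with agonist T3 at 1 uM was followed by fluorescence polarization after a 5 hr room-temperature incubation.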
L3MBTL1 inh: blocks human L3MBTL1 | AlphaScreen L3MBTL1–H3K9me1 peptide binding | hit rate 0.66% among 230,000 | Potency, µM (highest dose often 57.1 µM), for inactives: top-dose activity, negative = inhibition, most hits filed as inhibitors | AID 485360 | Q9Y468; also: nearly all actives have a fitted effect of over 60% in size
Target sequence (Q9Y468 whole entry, looked up): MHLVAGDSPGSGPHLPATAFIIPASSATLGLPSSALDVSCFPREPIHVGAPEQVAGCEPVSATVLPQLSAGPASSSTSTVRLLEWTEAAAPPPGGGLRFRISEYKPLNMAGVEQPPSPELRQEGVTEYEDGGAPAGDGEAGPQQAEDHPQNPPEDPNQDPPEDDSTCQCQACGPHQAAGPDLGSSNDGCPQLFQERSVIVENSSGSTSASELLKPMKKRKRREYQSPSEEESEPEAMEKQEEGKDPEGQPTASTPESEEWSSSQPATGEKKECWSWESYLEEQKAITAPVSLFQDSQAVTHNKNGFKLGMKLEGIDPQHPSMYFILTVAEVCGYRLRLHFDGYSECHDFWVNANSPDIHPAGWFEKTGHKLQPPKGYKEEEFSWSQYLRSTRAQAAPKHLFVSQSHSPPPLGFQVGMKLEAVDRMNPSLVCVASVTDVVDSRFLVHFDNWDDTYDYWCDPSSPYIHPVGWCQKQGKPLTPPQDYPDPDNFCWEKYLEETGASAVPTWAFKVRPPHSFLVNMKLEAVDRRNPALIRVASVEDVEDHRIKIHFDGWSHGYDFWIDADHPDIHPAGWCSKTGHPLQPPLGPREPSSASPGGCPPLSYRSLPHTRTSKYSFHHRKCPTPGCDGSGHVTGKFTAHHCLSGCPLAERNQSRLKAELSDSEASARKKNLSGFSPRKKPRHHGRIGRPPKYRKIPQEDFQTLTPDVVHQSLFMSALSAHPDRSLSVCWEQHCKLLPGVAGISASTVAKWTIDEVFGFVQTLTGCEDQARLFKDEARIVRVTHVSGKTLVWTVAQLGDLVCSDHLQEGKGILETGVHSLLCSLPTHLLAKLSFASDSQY
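First, the protein-peptide complex forms for 30 min at room temperature (L3MBTL1 50 nM, biotinylated H3K9me1 peptide 75 nM). Next, compounds are pin-transferred and incubated 30 min. Finally, AlphaScreen beads are added and read after 30 min.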
GAA glycogen mod: GAA glycogen-cleavage inhibition or activation. P10253. recombinant GAA, glycogen substrate, Amplex Red glucose oxidase fluorescence. Potency, µM (titrated, usually from 76.4 µM), for inactives: at the top dose activity change, negative = inhibition, most hits filed as inhibitors. hit rate 0.38% among 300,000;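 also: 0% = full enzyme reaction and -100% = no-enzyme basal signal; the screen sought inhibitors and activators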
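Recombinant human enzyme (4 nM); glycogen substrate; 37 C, 40 min, pH 5.0. Readout: coupled glucose oxidase/Amplex Red fluorescence.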
RGS12 GoLoco inh: RGS12 GoLoco-Gai1 interaction inhibition; P63096; Gai1:RGS12 GoLoco peptide FP, rhodamine, 10 min; Potency, µM (top dose mostly 61.6 µM), without a hit: at the highest dose activity, negative = inhibition, hits mostly inhibitors; hit rate 0.44% among 230,000; active = well fitted inhibition curve with a large enough effect, not every such curve was filed as active; inactive = no such curve, though single readings can be large or run the other way; also: nearly all actives have a fitted effect of over 30% in size; many of its hits are not listed in these tables
TexasRed fluor: counter-screen for TRb-SRC2 inhibitors: fluorescence interference | TRb/SRC2 Texas Red total fluorescence interference | Potency, µM (doses to about 106 µM), for the others: at the top dose fluorescence change, negative = quenching | hit rate 0.29% among 280,000 | AID 1479; active = well fitted curve in either direction with a large enough effect; inconclusive = small, poorly fitted or top-dose-only effect
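Human TRb ligand-binding domain at 0.6 uM with 20 nM Texas Red SRC2 peptide in Tris buffer containing 1 uM T3 and 5% DMSO, incubated with compound 5 h at ambient temperature. Total fluorescence (555/632 nm) calculated as parallel + 2 × perpendicular.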
aGlu spleen mod: inhibits or activates alpha-glucosidase in human spleen homogenate; P10253; Potency, µM (series often up to 79.9 µM), inactives show at the highest dose activity change, negative = inhibition, usual class: inhibitors; hit rate 0.006% among 240,000; AID 2112; human spleen homogenate, 4-MU-alpha-glucoside fluorescence;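 also: 0% = enzyme with vehicle and -100% = no enzyme basal signal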
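Compounds were titrated against alpha-glucosidase in spleen homogenate at pH 5.0, with 1 mM 4-methylumbelliferyl substrate for 40 min at 37 C. Reactions were quenched with pH 10 NaOH/glycine and fluorescence measured.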
GAA inh: alpha-glucosidase (human) inhibition. P10253. purified human GAA, 4-MU-alpha-glucoside fluorescence. Potency, µM (highest dose often 76.9 µM), for inactives: top-dose activity change, negative = inhibition, most hits filed as inhibitors. hit rate 0.005% among 200,000;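 also: plate controls were uninhibited enzyme wells for no effect and no-enzyme background for full effect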
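Fluorescence at Ex 365/Em 440 nm from 4-methylumbelliferone reported enzyme activity after 20 min at room temperature. Reactions used 4 nM enzyme and 400 uM substrate at pH 5.0; curves fitted with the Hill equation.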
The depositor's hits bear a star; i = inactive; ? = inconclusive; . = not tested or not shown; & = joins results of further samples; [ ] = another dose, or the depositor's remark. Unless noted, calls follow the shape of the dose curve; as a rule, active = well fitted curve in the direction sought with a large enough effect; inconclusive = small, poorly fitted or top-dose-only effect, or another doubt; inactive = no such curve, though single readings can be large; an effect the other way counts as inactive or inconclusive. Unless noted, % is scaled to controls: 0 for no effect and ±100 for the full control effect; potency is read from the fitted curve at half-maximal effect. This is a subset, so the mix of outcomes need not match the whole.

1. O=C1CC(c2ccccc2)=Nc2ccccc2N1Cc1ccccc1
2. Cn1nnnc1SCC(=O)N1CCc2ccccc21
3. NS(=O)(=O)c1ccc(CCNS(=O)(=O)c2ccccc2)cc1
4. Brc1ccc(-c2nn3c(-c4ccncc4)nnc3s2)o1
5. CCN(CC)CCN(C(=O)c1ccc2c(c1)CCCC2)c1nc2ccc(F)cc2s1
6. NC(=O)C1(N2CCCCC2)CCN(S(=O)(=O)c2cc(Cl)ccc2Cl)CC1

Compound,1,2,3,4,5,6
RECQ1 helicase,0%,-7%,-3%,-4%,-3%,-7%
TRb SRC2 PPI,2%,1%,-5%,2%,12%,-1%
L3MBTL1 inh,-11%,.,10%,-3%,.,.
GAA glycogen mod,-13%,7%,-16%,-9%,2%,-24%
RGS12 GoLoco inh,6%,4%,-9%,.,-16%,0%
TexasRed fluor,-2%,-1%,0%,-1%,-1%,-4%
aGlu spleen mod,6%,-3%,-18%,-3%,-2%,9%
GAA inh,-4%,.,7%,?,1%,-8%

7. CSc1nc(N(C)C)nc(N(C)C#N)n1
8. Cc1cc(-c2ccccc2)n(-c2ccc(C(=O)NC(C)C)cc2)n1
9. NS(=O)(=O)c1ccc(CCNC(=O)CCCn2c(=O)[nH]c3ccc(Br)cc3c2=O)cc1
10. Cc1ccc(-c2nnc(SCC(=O)NNC(=O)COc3cccc(C)c3)n2C)cc1
11. O=C(C1CCCCC1)N1CCCC(c2nc3c(nnn3Cc3ccccc3)c(=O)[nH]2)C1 (centres undefined)
12. CC1CCCN(c2ncnc3c2cnn3-c2ccc(Cl)cc2)C1 (centres undefined)

Compound,7,8,9,10,11,12
RECQ1 helicase,-1%,-8%,i,-1%,i,-15%
TRb SRC2 PPI,-3%,5%,5%,-3%,-2%,4%
L3MBTL1 inh,.,1%,12%,6%,5%,.
GAA glycogen mod,5%,15%,2%,-12%,1%,-3%
RGS12 GoLoco inh,3%,3%,-3%,3%,7%,-6%
TexasRed fluor,-1%,-4%,1%,-4%,-4%,2%
aGlu spleen mod,-19%,-25%,1%,-1%,-3%,5%
GAA inh,-11%,4%,-4%,8%,-2%,.

Entries by screen from the entries so far:
Nos. 7–12 in TexasRed fluor: -1%, -4%, 1%, -4%, -4%, 2%

Later entries
13. COCCCNC(=O)Cn1nc(-c2ccc(C)cc2)ccc1=O
14. O=C(C(=O)N1CCc2ccccc2C1)c1c[nH]c2ccccc12
15. CC(=O)Nc1nonc1-c1nc2ccccc2n1Cc1nnc(C)o1
16. CCOc1cnc(-c2c(-c3ccccc3Cl)noc2C)o1
17. CCC(=O)Nc1cc2c(cc1C(=O)CC)OCCO2
18. CCN(CC)CCCNC(=O)c1nn(-c2ccccc2OC)c(=O)c2ccccc12

Compound,13,14,15,16,17,18
RECQ1 helicase,-3%,i,-8%,-5%,-12%,-15%
TRb SRC2 PPI,-7%,-6%,-2%,1%,0%,-8%
L3MBTL1 inh,8%,0%,5%,16%,12%,.
GAA glycogen mod,1%,-11%,-1%,1%,5%,-2%
RGS12 GoLoco inh,10%,9%,4%,-3%,3%,-5%
TexasRed fluor,0%,0%,4%,-2%,3%,2%
aGlu spleen mod,-4%,3%,8%,9%,0%,0%
GAA inh,-5%,0%,0%,1%,-3%[15.4 µM],4%

Profiles from above. Screens in order: RECQ1 helicase, TRb SRC2 PPI, L3MBTL1 inh, GAA glycogen mod, RGS12 GoLoco inh, TexasRed fluor, aGlu spleen mod, GAA inh
CCOc1cnc(-c2c(-c3ccccc3Cl)noc2C)o1 across the screens: -5%, 1%, 16%, 1%, -3%, -2%, 9%, 1%
CCN(CC)CCCNC(=O)c1nn(-c2ccccc2OC)c(=O)c2ccccc12 across the screens: -15%, -8%, ., -2%, -5%, 2%, 0%, 4%
COCCCNC(=O)Cn1nc(-c2ccc(C)cc2)ccc1=O across the screens: -3%, -7%, 8%, 1%, 10%, 0%, -4%, -5%
CCC(=O)Nc1cc2c(cc1C(=O)CC)OCCO2 across the screens: -12%, 0%, 12%, 5%, 3%, 3%, 0%, -3%[15.4 µM]

Continuation:
19. COc1ccccc1C(=O)N1CCN(Cc2cn[nH]c2-c2ccc(F)cc2F)CC1
20. Cc1cccc(Nc2nc3ccccc3s2)c1C
21. CC1(C)CC2CC(C)(CN2C(=O)COC(=O)c2cc(Cl)cc(Cl)c2N)C1 (centres undefined)
22. CCN(CC)S(=O)(=O)c1ccc(C(=O)NNC(=O)C2CCN(S(=O)(=O)c3ccc(Cl)cc3)CC2)cc1
23. CCOc1nc(SCCOc2ccc(C)cc2)nc(N(C)C)n1
24. O=C(Nc1cc(F)ccc1F)N1CCN(c2ccnc3cc(Cl)ccc23)CC1

Compound,19,20,21,22,23,24
RECQ1 helicase,i,-2%,-9%,2%,0%,5%
TRb SRC2 PPI,3%,-2%,3%,-4%,13%,2%
L3MBTL1 inh,10%,-5%,.,-2%,98%[activator],11%
GAA glycogen mod,1%,-2%,-12%,-4%,-9%,0%
RGS12 GoLoco inh,-6%,7%,1%,10%,-10%,0%
TexasRed fluor,-1%,-2%,-4%,0%,1%,2%
aGlu spleen mod,4%,-7%,-3%,-24%,1%,-4%
GAA inh,-2%,2%,15%,-7%,-3%,.

25. Cc1nc(SCC(=O)OCc2ccccc2)c2c(=O)n(C)c(=O)n(C)c2n1
26. O=C(CSc1nnc(-c2ccco2)n1Cc1ccccc1)c1ccc(F)cc1
27. Cc1cccc(C(=O)NNC(=O)c2ccccc2)c1
28. Cc1ccc(S(=O)(=O)NN/C(=N/S(=O)(=O)c2ccccc2)c2ccccc2)cc1
29. CCN(CC)S(=O)(=O)c1cc(NS(=O)(=O)c2cc(Cl)ccc2Cl)ccc1C
30. O=C(O)c1cccc(-n2cnnn2)c1

Compound,25,26,27,28,29,30
RECQ1 helicase,-12%,?,-14%,-4%,-7%,3%
TRb SRC2 PPI,-1%,4%,-6%,-2%,-2%,-2%
L3MBTL1 inh,-10%,-22%,2%,10%,3%,.
GAA glycogen mod,17%,2%,11%,-19%,-4%,-9%
RGS12 GoLoco inh,-11%,147%[activator],5%,10%,3%,2%
TexasRed fluor,-3%,-5%,0%,-6%,0%,0%
aGlu spleen mod,-2%,-6%,-1%,8%,6%,-1%
GAA inh,1%,-3%,0%,-3%,-2%,-5%

31. Cc1cc(C)nc(SCC(=O)Nc2ccccc2[N+](=O)[O-])n1
32. O=C(N/N=C/c1ccc(Cl)cc1Cl)c1n[nH]c2c1CCCC2
33. O=C(Nc1cccc2ncccc12)C(c1ccccc1)c1ccccc1
34. Cc1cccc2cc(CN(Cc3cccnc3)C(=O)c3ccccc3F)c(Cl)nc12
35. Cc1cccc(NC(=O)CO/N=C/c2ccc3c(c2)OCO3)c1
36. CCn1c(SCC(=O)Nc2ccc(NC(=O)c3cccs3)cc2)nnc1-c1cccnc1

Compound,31,32,33,34,35,36
RECQ1 helicase,-6%,i,i,-3%,-7%,-2%
TRb SRC2 PPI,2%,-6%,-5%,-4%,0%,6%
L3MBTL1 inh,4%,14%,1%,-11%,9%,1%
GAA glycogen mod,2%,-7%,-16%,-5%,1%,-3%
RGS12 GoLoco inh,2%,8%,-6%,2%,-7%,-1%
TexasRed fluor,-1%,-3%,0%,-1%,-21%,2%
aGlu spleen mod,-15%,5%,7%,-8%,2%,4%
GAA inh,0%,-7%,-11%,-14%,-9%,-2%

37. CCCOc1ccc(C2NC(=O)NC2=O)cc1 (centres undefined)
38. O=c1cnnc(N/N=C/c2ccc3c(c2)OCO3)[nH]1
39. COc1ccc(NC(=O)COc2ccc(/C=N/n3c(C)nnc3C)cc2OC)cc1
40. O=C(O)Cn1nc(-c2ccc(F)cc2)oc1=O
41. Cc1nc(Nc2ccccc2)sc1C
42. CCOc1ccc(NS(=O)(=O)c2ccc(NC(=O)C3CCCO3)cc2)cc1 (centres undefined)

Compound,37,38,39,40,41,42
RECQ1 helicase,0%,4%,-10%,-18%,i,-4%
TRb SRC2 PPI,-3%,-6%,-11%,3%,-10%,-4%
L3MBTL1 inh,-13%,.,.,4%,-18%,.
GAA glycogen mod,1%,-5%,5%,4%,?,-2%
RGS12 GoLoco inh,-7%,5%,-3%,7%,6%,-3%
TexasRed fluor,-1%,-2%,-1%,1%,1%,0%
aGlu spleen mod,-23%,12%,-8%,-6%,-7%,-6%
GAA inh,-2%,.,2%,-1%,2%,-4%

43. Cc1[nH]n(S(=O)(=O)Cc2ccccc2)c(=O)c1N=Nc1ccccc1Cl
44. CC(C)c1ccc(N(C(=O)c2cc3ccccc3oc2=O)C2C=CS(=O)(=O)C2)cc1 (centres undefined)
45. COc1cc(OC)c2ccc(=O)oc2c1C(CCN1CCCC1)c1ccc2c(c1)OCO2 (centres undefined)
46. CC1(C)CC2CC(C)(CN2C(=O)COC(=O)CNC(=O)c2ccc(Cl)c(Cl)c2)C1 (centres undefined)
47. Cc1ccc(NC(=S)N(CCN(C)C)C(C)c2ccco2)cc1C (centres undefined)
48. Cc1ccc(C2(C(F)(F)F)N=C3Sc4cc(C)ccc4N3C(=O)N2)cc1 (centres undefined)
49. CNc1cc2c(Nc3cccc(Br)c3)ncnc2cn1
50. CC(=O)c1c(C)[nH]c(C(=O)COC(=O)CCSc2ccccc2)c1C
51. COc1cccc(C(=O)Oc2ccc(N3C(=O)CCC3=O)c(C)c2)c1

Compound,43,44,45,46,47,48,49,50,51
RECQ1 helicase,-6%,-1%,i,-11%,1%,0%,-9%,i,i
TRb SRC2 PPI,-5%,4%,0%&6%,3%,11%,2%,10%,1%,-4%
L3MBTL1 inh,.,1%,.,-4%,0%,-14%,.,-7%,4%
GAA glycogen mod,4%,-2%,4%,-11%,2%,-3%,.,14%,-11%
RGS12 GoLoco inh,1%,1%,5%,-16%,-6%,-36%,.,-1%,-1%
TexasRed fluor,-2%,-14%,-2%&-7%,-3%,1%,3%,2%,-5%,-3%
aGlu spleen mod,-8%,2%,0%&-2%,3%,-10%,1%,8%,-5%,2%
GAA inh,-20%,-2%,.,-5%,-8%,1%,.,1%,4%
